# HTRA1 inhibitor: HTRA1 (human) protease inhibition; Q92743; recombinant HTRA1, FP-rhodamine activity-based probe, fluorescence polarization; inhibition, % at 5.96 µM; 340,000 tested, 0.5% active; in the data active = inhibition above about 36%;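 also: 0% = enzyme with DMSO and 100% = wells lacking enzyme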
# TCR CD3 inh: inhibitors of human TCR-CD3 interaction; 360,000 tested, 0.37% active; inhibition, % at 9.4 µM; TAMRA-labeled TCR probe fluorescence, biochemical; in the data active = inhibition above about 19%;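 also: recombinant mutant TCR 2C K166C tagged with TAMRA read by polarization; 0% = receptor in buffer alone and 100% = receptor with positive control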
# NPR1 activator: GC-A (human) enzyme activation; P16066; HEK293 GC-A cells, cGMP TR-FRET, EC30 ANP; 0% at EC30 ANP, 100% saturating ANP; activation, % at 10 µM; 370,000 tested, 0.14% active; in the data active = activation above about 40%
# Target sequence (P16066 whole entry, looked up): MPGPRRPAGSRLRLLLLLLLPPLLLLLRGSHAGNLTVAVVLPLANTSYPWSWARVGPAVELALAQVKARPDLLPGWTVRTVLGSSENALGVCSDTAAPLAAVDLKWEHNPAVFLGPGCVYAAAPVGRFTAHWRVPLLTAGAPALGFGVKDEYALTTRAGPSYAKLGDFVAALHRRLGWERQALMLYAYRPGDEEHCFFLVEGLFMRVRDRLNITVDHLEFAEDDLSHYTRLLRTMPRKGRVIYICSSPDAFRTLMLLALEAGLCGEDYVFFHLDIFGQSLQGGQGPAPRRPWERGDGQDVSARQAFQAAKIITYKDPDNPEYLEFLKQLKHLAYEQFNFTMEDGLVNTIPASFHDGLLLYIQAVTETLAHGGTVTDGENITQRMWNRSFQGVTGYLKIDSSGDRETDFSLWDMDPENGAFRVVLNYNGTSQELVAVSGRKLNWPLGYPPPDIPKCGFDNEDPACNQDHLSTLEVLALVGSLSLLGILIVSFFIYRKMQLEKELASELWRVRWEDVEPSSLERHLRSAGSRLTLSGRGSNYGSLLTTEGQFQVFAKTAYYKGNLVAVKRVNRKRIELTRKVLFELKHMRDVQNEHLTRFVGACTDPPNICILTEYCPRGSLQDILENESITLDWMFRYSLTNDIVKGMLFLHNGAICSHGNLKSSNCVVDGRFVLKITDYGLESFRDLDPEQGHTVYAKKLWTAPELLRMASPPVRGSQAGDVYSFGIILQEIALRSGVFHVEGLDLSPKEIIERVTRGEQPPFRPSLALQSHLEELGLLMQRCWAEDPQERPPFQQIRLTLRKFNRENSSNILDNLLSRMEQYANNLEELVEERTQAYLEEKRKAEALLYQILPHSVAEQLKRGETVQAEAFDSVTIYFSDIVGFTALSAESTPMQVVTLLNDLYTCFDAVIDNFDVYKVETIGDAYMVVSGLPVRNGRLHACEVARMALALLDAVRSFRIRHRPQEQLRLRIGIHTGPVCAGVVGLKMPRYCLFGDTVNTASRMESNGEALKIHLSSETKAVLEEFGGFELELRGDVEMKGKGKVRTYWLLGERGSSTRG
# MBD2 DNA inh: MBD2-methylated oligo binding inhibition. Q9UBB5. TR-FRET, MBD2 binding to methylated oligonucleotide. inhibition, % at 4.4 µM. 370,000 tested, 0.31% active. AID 686964; in the data active = inhibition above about 13%
# UHRF1 binding: human UHRF1 methylated DNA binding inhibitors; inhibition, % at 4.4 µM; UHRF1 binding to methylated oligo, TR-FRET; 370,000 tested, 0.75% active; in the data active = inhibition above about 21%;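 also: UHRF1 SRA domain binding a hemimethylated CpG hairpin DNA probe; 0% = median of test compound wells and 100% = reference inhibitor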
# mABHD4 FP: inhibits mouse alpha/beta hydrolase domain 4; purified mABHD4, FP-Rh probe fluorescence polarization; 370,000 tested, 0.54% active; inhibition, % at 8.92 µM; AID 720543; Q8VD66;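 active = inhibition exceeding the mean over every tested compound plus 3 SD, cut at about 30% in these data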;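 also: 0% = plate median of compound wells and 100% = S159A mutant with DMSO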
#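 Test system: mABHD4 protein | Buffer or medium: HEPES pH 7.0 buffer, 150 mM NaCl, 0.01% Pluronic F-127 | Probe or stimulus: FP-Rh fluorescent activity-based probe, added after compound pre-incubation | Timing: Pre-incubation 45 min, probe exposure 60 min, at 25 °C | Technique: Fluorescence polarization, excitation 525 nm, emission 598 nm, BODIPY TMR filters | Repeats: Single well per compound (singlicate)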
# SIAE primary: inhibitors of human sialic acid acetylesterase SIAE. 370,000 tested, 0.69% active. AID 1053197. inhibition, % at 9.66 µM. Q9HAT2. SIAE FP-Rh probe binding, fluorescence polarization;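 active = inhibition above a cutoff: mean of compounds within the control limits plus 3 SD of those, cut at about 17% in these data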;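 also: 0% = plate median of compound wells and 100% = probe without SIAE protein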
# PRMT1 FP inh: inhibitors of human PRMT1. Q99873. 370,000 tested, 1.3% active. recombinant PRMT1, activity-based probe fluorescence polarization. inhibition, % at 2.79 µM;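 active = inhibition above about 21% made by adding two undisclosed values, limit read from the data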
# NPR2 activator: GC-B (human) receptor activation | 370,000 tested, 0.11% active | HEK293-GC-B cells, CNP EC30, cGMP TR-FRET; 0% at EC30 CNP, 100% saturating CNP | AID 1920062 | activation, % at 10 µM | P20594;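 active = activation at 10 µM reaching about 35% in either raw or pattern-adjusted values, limit read from the data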
# rCAG binder: molecules binding r(CAG) RNA repeats. r(CAG) RNA repeat, TO-PRO-1 dye displacement fluorescence. inhibition, % at 3 µM. 370,000 tested, 1.3% active. AID 651821;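 active = inhibition above the plate cutoff, the mean of all test compounds on that plate plus 3 SD, cut at about 35% in these data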;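 also: 0% = DMSO alone and 100% = 100 µM mitoxantrone as full dye displacement; higher means more dye released from RNA so lower well fluorescence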
# The depositor's hits bear a star; x = not tested or not shown. Some of the compounds tested (hit frequency here may not be typical).
SMILES,HTRA1 inhibitor,TCR CD3 inh,NPR1 activator,MBD2 DNA inh,UHRF1 binding,mABHD4 FP,SIAE primary,PRMT1 FP inh,NPR2 activator,rCAG binder
CCOc1ccccc1NC(=O)c1cc(C(=O)c2cc(Br)ccc2O)coc1=N,-56,5,-5,-1,0,-42,-32,-3,5,21
NC(=O)C1(c2ccccc2)CCC(=O)N1c1ccccc1 (stereo unspecified),8,-1,5,3,3,-2,-8,5,3,0
C=CCn1c(SCC(=O)OCC)nc2cc(C(=O)NCc3ccco3)ccc2c1=O,-1,6,5,1,-1,-4,-7,6,4,1
CCCN(CCC)C(=O)c1c(NC(=O)CC)sc2c1CCCCC2,6,6,1,-2,0,6,22*,0,-1,-10
CCn1c2ccccc2c2cc(NC(=O)COC(=O)c3ccccc3F)ccc21,-3,-1,2,0,5,-9,3,-2,-3,4
CC(C)(C)N(Cc1cc2ccccc2[nH]c1=O)C(=O)C1CCCCC1,2,-4,0,-4,5,-2,-8,1,-1,-2
Cc1nccn1CC(=O)O,x,2,-1,4,9,7,-6,-1,2,3
Cc1cc(C)cc(NC(=O)CSc2nnc(CNC(=O)c3cccs3)o2)c1,0,7,3,2,4,-2,-1,1,6,0
CSc1ccc(C2=CC(=O)C[C@H](c3ccc(F)cc3)C2)cc1,-30,2,-2,-3,0,-9,-13,1,-1,2
Cc1ccc(S(=O)(=O)N2CCOc3ccccc32)c(C)c1NS(C)(=O)=O,7,8,-1,-2,2,-1,-7,0,4,1
CCC(=O)Nn1c(C)nnc1C,8,2,1,-5,-4,1,-4,0,-6,-3
O=C(CCCCCN1C(=O)c2cccc3cccc(c23)C1=O)NC1CCS(=O)(=O)C1 (stereo unspecified),-2,-2,6,-4,-3,-6,1,1,-2,-4
O=C(Nc1ccccc1)Oc1ccc[nH]c1=O,1,-4,3,-1,-4,8,8,1,3,-2
O=C(Nc1ccc2nc3n(c(=O)c2c1)CCCC3)c1ccccc1F,4,2,1,1,-1,-5,-15,0,1,1
Cc1nc2c(sc(=S)n2Cc2ccco2)c(=O)n1CC(=O)Nc1ccccc1Cl,-4,-1,0,7,3,0,-26,5,2,6
O=S(=O)(c1cccs1)N1CCCc2ccccc21,-4,2,-6,-4,-2,-11,3,0,7,0
CCOC(=O)C1=C(N)Oc2c(oc(CO)cc2=O)C1c1ccccc1 (stereo unspecified),-6,-3,0,5,0,2,-5,3,-5,-5
O=C(Nc1cccc(C(F)(F)F)c1)c1cccnc1N1CCN(CCO)CC1,-6,6,9,-1,-1,0,1,-1,4,-4
COC(OC)c1ccc(C#N)c(SCc2ccc(C)cc2)n1,-9,-6,-9,1,1,-6,1,-1,-8,-2
Cc1cccc(C)c1NC(=O)CNC(=O)C(C)NC(C)c1ccccc1Br (stereo unspecified),-3,-3,1,3,0,4,-3,3,0,1
CC1Cc2c([nH]c3ccccc23)C(=O)N1 (stereo unspecified),2,5,4,0,0,7,3,-1,-1,0
CCN(CC)c1ccc(NC(=O)CSc2nc3nc(C)cc(C)c3c(=O)[nH]2)cc1,5,-4,-2,5,3,15,12,6,9,17
O=C(c1ccc(Cl)cc1[N+](=O)[O-])N1CCOCC1,5,2,7,-4,-3,-5,1,3,1,0
CC(C)(C)[C@H]1C=C(C(N)=O)O[C@@H](OCc2ccc(CO)cc2)C1,-1,0,0,3,-3,9,7,5,0,-4
CCCN1C2=NCCN2c2cc(C)c(C)cc21,-8,2,2,-5,0,-3,0,-3,2,9
COc1cccc2cc(C(=O)N(C)C3CCN(C)CC3)c(=O)oc12,-4,1,4,4,3,-5,-3,3,0,0
CCCN(CCC)CCCNC(=O)c1ccc(CS(=O)(=O)c2c(Cl)cccc2Cl)o1,-3,8,-1,-2,-1,3,0,-2,-1,-5
CN(Cc1ccccc1)/C(=N/O)c1cccc(Cl)c1,2,7,-16,-5,0,-4,1,-3,-5,-1
NC(=O)C1CCN(c2ncc(C(F)(F)F)cc2Cl)CC1,0,-2,4,2,9,2,1,0,4,-2
O=C(Nc1ccccc1)Nc1ccncc1,1,-2,0,-1,1,7,-1,6,-2,-1
CC(=O)c1cccc(NC(=O)/C=C/c2ccc(S(=O)(=O)N3CCOCC3)cc2)c1,-5,-9,-2,-5,2,-2,-16,-2,5,6
COC(C)c1oc2c(C)c3oc(=O)cc(C)c3cc2c1C (stereo unspecified),1,-5,8,-1,-1,-3,-2,0,0,1
Cc1ccc(OC(=S)Nc2ccc(O)cc2)cc1,3,18,5,0,-10,44*,4,4,2,5
CC1(C)CC(=O)c2sc(NC(=O)Cc3cccs3)nc2C1,4,4,0,0,-2,3,-2,-2,0,-1
CN(Cc1nc(-c2cnccn2)no1)Cc1n[nH]c2c1CCCC2,-9,3,5,1,1,0,1,1,1,-1
COc1ccc(CN(CCC(c2ccccc2)c2ccc(OC(C)C)cc2)C(=O)CCl)cc1OC (stereo unspecified),-39,1,-22,1,0,-8,-9,4,4,3
C=CCN(C(=O)c1csnn1)C(C(=O)NC1CCCC1)c1ccccc1F (stereo unspecified),2,2,-4,-4,-2,3,-3,-3,-1,-1
CC(C)(C)N(Cc1cn(Cc2ccccc2)nn1)S(=O)(=O)c1ccc(N2CCCCC2)cc1Br,x,x,-2,-7,0,-10,-4,-1,0,5
CCOc1ccc(OCCC(=O)OCC(=O)Nc2cccc(S(=O)(=O)N3CCCCC3)c2)cc1,-12,5,2,4,-3,0,-8,-2,-3,5
Cc1ccc(C)c(N(C(=O)c2csnn2)C(C(=O)NC2CCCCC2)c2ccccn2)c1 (stereo unspecified),-6,2,3,-4,-3,-4,0,-3,-4,-4
COc1ccccc1C(CNC(=O)CNC(=O)c1ccc(Cl)c(Cl)c1)N1CCCC1 (stereo unspecified),-2,-1,2,1,2,2,6,1,6,0
CC(C)(C)c1ccc(NC(=O)COC(=O)c2ccc3ncsc3c2)cc1,-25,-4,-1,-1,0,-11,-13,6,-4,7
CCN1CCN(c2nn3c(=O)c4ccccc4nc3c3ccccc23)CC1,-11,2,10,1,-46,-2,-1,0,-7,0
Cc1cc(Br)c(OCc2ccc(C(=O)N/N=C3\CC(=O)CC(C)(C)C3)cc2)c(Br)c1,-8,-7,0,-7,0,-13,-5,1,5,11
COc1ccc(N2CCN(C(=O)CCc3nnc4ccc(N5CCOCC5)nn34)CC2)cc1,-1,1,-5,-6,-2,-3,-1,-3,-6,-5
CN(Cc1ccccc1F)C(=O)CN1c2cccc3cccc(c23)S1(=O)=O,1,12,-3,-1,-2,-4,9,-2,1,-12
Cc1cc(NC(=O)CCC(=O)N(CC(=O)NC2CCCC2)c2cccc(C)c2C)no1,1,-3,-1,3,3,1,4,0,2,-9
COCCSc1ccccc1C(=O)Nc1cc(C)ccn1,-2,-1,4,-2,-2,1,4,-2,6,-4
CCOc1ccc(-c2nnc(-c3cccs3)o2)cc1,-3,2,-31,-5,-2,6,0,0,-11,-2
COc1ccc(N=Nc2ccc(CO)cc2)cc1,9,4,9,-1,-2,0,-1,2,-3,-1
COc1ccc(NC(=O)N2CCCC(CNS(=O)(=O)c3cccs3)C2)c(C)c1 (stereo unspecified),-17,-3,2,-7,-1,-1,-1,3,3,-3
Brc1ccc(/C=N/Nc2nc3ccccc3o2)cc1,-6,-2,3,3,-1,6,0,1,-8,5
CCCN(CC(=O)Nc1ccccc1OC)C(=O)c1ccc(COc2ccccc2)o1,-16,-2,-1,0,3,-16,-4,6,-2,2
CC(=O)N1N=C(c2cccs2)CC1c1ccco1 (stereo unspecified),5,14,7,4,-1,-3,1,-3,-3,2
Cn1c(SCC(=O)c2ccc3c(c2)OCO3)nnc1C1COc2ccccc2O1 (stereo unspecified),7,7,-17,1,3,-9,-4,22*,-6,7
c1ccc(N2CCN(c3ccccc3)C2c2cccnc2)cc1,-7,-9,-4,0,6,1,3,3,-1,1
COc1ccc(NC(=O)C2Cc3c(-c4ccc(NC(C)=O)cc4)ccnc3O2)cn1 (stereo unspecified),x,2,-4,-1,-2,-5,4,5,-1,0
CCOC(=O)c1c(NC(=O)CC2Nc3ccccc3NC2=O)sc(C)c1C (stereo unspecified),5,0,-1,-1,5,-6,-2,7,0,4
O=C(NCc1cccnc1)C1Cc2c(-c3ccc(Cl)cc3)ccnc2O1 (stereo unspecified),x,-3,-10,2,-2,-3,-4,-3,-2,0
CCC1Sc2ccccc2N(CC(=O)NCCC(C)C)C1=O (stereo unspecified),4,3,-5,-2,2,-12,-15,-1,1,-3

# Next results
SMILES,HTRA1 inhibitor,TCR CD3 inh,NPR1 activator,MBD2 DNA inh,UHRF1 binding,mABHD4 FP,SIAE primary,PRMT1 FP inh,NPR2 activator,rCAG binder
Cc1cccc(CSc2nc3c(c(-c4cccs4)c2C#N)CN(C)CC3)c1,-1,6,11,-5,-1,6,2,0,3,7
CCOC(=O)C1=C(Cn2cnc3ccccc32)NC(=O)NC1c1cc(C)ccc1C (stereo unspecified),-20,-3,-30,0,4,-1,8,1,-14,-4
O=C(CNS(=O)(=O)c1ccccc1)N/N=C\c1ccc(Cl)cc1,-5,-5,-3,3,4,-6,0,2,0,4
CCCCN1C(=O)C(=O)NC[C@@H]1CC1CCCCC1,x,-10,-1,10,48*,-9,1,6,-8,-1
COc1cccc(CNC(=O)C2CCCN(c3ncnc4c3nc3n4CCCCC3)C2)c1 (stereo unspecified),-1,3,6,4,0,5,10,-3,-5,-6
Cn1c(=O)oc2cc(S(=O)(=O)NCCC(=O)N3CCc4ccccc43)ccc21,-2,1,2,1,-1,9,10,-1,5,6
O=C1CCN(Cc2ccccc2)C(=O)N1,2,-4,3,2,2,1,-5,0,1,2
COc1ccc(CCNC(=O)CN2c3cccc4cccc(c34)S2(=O)=O)cc1OC,3,-6,0,2,0,-4,0,-1,5,-1
CCn1c2c(c3cc(OCC(C)C)ccc31)CCCC2=O,-5,-2,0,6,1,5,3,1,-4,0
COc1ccc(S(=O)(=O)NC(C)C(=O)NCc2ccco2)cc1OC (stereo unspecified),6,-7,1,6,3,-1,0,4,-1,-3
CCOc1cc(/C=N/NC(=O)c2cccs2)ccc1OC(=O)N1CCOCC1,8,-2,14,-6,-3,-5,12,-2,12,-1
CCn1nnc(C(=O)O)c1C(=O)O,6,7,0,1,3,-3,4,-3,-3,-4
CC(NC(=O)C1CCCN1S(=O)(=O)c1cccc2cccnc12)c1ccccc1 (stereo unspecified),-5,4,0,2,-1,-2,-4,0,-1,-1
O=C(/C=C/c1ccccc1)Nc1ccc(Cl)cn1,2,2,-1,-1,2,-5,-4,-2,-7,2

# Assay outcomes as filed in PubChem.
